Source: PubChem BioAssay
Abeta rescue – restores growth of yeast expressing A-beta42 peptide | AID 1347071 | yeast expressing A-beta42, growth rescue, OD600, 48 h; response scale: 0% DMSO, 100% iron-clioquinol control | actives 0.063% (n = 410,000) | Potency, µM (series often up to 46.1 µM), for the others: top-dose growth rescue, usual class: activators; also: potency is read from the fitted curve at half-maximal effect; nearly all actives have a fitted effect of over 55% in size
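Growth rescue measured by 600 nm absorbance after 48 h yeast culture at 30 C with compound. Values normalized between DMSO and an equimolar ferric chloride plus clioquinol control.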
EPAC1 antag – blocks human EPAC1 exchange factor | actives 0.14% (n = 360,000) | AID 720709 | EPAC1 GEF assay, Rap1b-BODIPY-GDP exchange fluorescence | Potency, µM (titrated, usually from 115 µM), for inactives: at the highest dose activity change, negative = inhibition, hits mostly inhibitors | O95398;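 also: potency is read from the fitted curve at half-maximal effect; plate controls were vehicle for no effect and positive control for full effect; nearly all actives have a fitted effect of over 50% in size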
WRN inhibitor – WRN helicase (human) inhibition | Q14191 | WRN helicase unwinding, fluorescent forked duplex, kinetic | Potency, µM (titrated, usually from 114 µM), inactives show at the highest dose activity change, negative = inhibition, hits mostly inhibitors | actives 0.46% (n = 360,000) | AID 651768; also: potency is read from the fitted curve at half-maximal effect; % is scaled to controls: 0 for no effect and ±100 for the full control effect; nearly all actives have a fitted effect of over 55% in size
Target sequence (Q14191 whole entry, looked up): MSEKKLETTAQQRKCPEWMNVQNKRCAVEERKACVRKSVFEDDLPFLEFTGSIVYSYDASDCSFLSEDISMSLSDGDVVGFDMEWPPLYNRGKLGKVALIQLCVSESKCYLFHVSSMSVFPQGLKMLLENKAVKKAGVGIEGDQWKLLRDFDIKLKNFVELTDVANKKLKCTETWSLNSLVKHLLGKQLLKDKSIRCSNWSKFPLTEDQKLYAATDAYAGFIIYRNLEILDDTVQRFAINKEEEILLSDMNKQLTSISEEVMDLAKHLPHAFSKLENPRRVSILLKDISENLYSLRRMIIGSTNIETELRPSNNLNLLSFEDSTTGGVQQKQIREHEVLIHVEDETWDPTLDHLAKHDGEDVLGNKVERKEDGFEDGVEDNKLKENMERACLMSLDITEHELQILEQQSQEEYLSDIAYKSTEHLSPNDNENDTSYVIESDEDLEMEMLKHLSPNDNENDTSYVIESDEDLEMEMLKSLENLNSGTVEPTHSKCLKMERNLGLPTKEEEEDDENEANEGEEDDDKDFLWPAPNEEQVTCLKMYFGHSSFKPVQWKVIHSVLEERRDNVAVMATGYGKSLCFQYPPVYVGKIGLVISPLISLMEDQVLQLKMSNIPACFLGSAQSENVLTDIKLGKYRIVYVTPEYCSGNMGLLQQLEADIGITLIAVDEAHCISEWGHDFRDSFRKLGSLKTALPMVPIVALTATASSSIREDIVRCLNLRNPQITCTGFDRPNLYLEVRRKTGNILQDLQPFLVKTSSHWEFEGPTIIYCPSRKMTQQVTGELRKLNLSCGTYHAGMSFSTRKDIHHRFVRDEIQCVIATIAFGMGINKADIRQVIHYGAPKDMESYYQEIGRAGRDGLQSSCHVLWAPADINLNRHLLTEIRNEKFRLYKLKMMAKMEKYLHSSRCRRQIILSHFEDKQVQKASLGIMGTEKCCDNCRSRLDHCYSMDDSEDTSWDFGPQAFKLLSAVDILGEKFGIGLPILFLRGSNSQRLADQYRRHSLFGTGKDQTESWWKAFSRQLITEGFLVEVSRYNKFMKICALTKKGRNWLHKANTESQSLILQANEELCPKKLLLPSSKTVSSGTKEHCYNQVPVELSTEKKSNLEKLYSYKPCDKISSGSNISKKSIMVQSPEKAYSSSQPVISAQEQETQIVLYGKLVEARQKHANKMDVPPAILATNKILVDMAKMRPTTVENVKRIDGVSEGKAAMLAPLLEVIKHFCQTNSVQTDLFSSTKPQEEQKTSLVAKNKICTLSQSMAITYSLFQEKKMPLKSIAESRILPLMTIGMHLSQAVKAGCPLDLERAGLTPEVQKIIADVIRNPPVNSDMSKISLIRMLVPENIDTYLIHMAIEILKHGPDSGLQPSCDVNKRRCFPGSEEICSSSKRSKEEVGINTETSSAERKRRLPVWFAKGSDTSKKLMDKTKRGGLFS
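WRN at 20 nM final was preincubated with compound for 15 min at room temperature; reaction started with 100 nM forked duplex oligonucleotide carrying fluorophore and quencher plus 2 mM ATP (final). Unwinding followed kinetically by red fluorescence (ex 525/em 598 nm).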
PI5P4K alpha inh – inhibitors of human PI5P4K alpha. PI5P4Kalpha enzyme, ADP-Glo luminescence, 60 min; active compounds read low. P48426. max response, %. AID 652105. actives 1.2% (n = 330,000); active = max response of -50% or lower; inconclusive = between -30% and -50%; inactive = -30% or higher; also: value at the top dose of about 77 µM; % is scaled to controls: 0 for no effect and ±100 for the full control effect
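Single end-point luminescence (ADP-Glo) quantified ADP from PI5P4Kalpha turnover; ATP 5 microM final, 1 h at RT, 0.1% CHAPS and 0.28 mM EGTA in HEPES pH 7.4.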
IL2 activator – IL-2 activation; IL-2 activation reporter assay, cell-based qHTS; stimulated with anti-CD3/CD4/CD28 beads; in transgenic mouse T cells; activation, % (series mostly up to about 46 µM); actives 0.065% (n = 360,000); AID 652025; in the data active = activation above about 50%; inconclusive = mostly about 30% to 49%; also: 0% is about no effect
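Readout is EGFP and DsRed signal by fluorescent plate cytometry after 18 h at 37 degrees C. Transgenic mouse T cells (750/well) received compound for 60 min before bead stimulation (anti-CD3, anti-CD4, anti-CD28); memory T cells served as non-tolerant control.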
FUS yeast rescue – rescues growth of FUS-expressing yeast | actives 0.24% (n = 390,000) | Potency, µM (doses to about 76.6 µM), for the others: at the top dose growth rescue (activation), actives largely listed as activators | S. cerevisiae FUS-expressing, growth rescue, OD600, 24 h;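 also: potency is read from the fitted curve at half-maximal effect; plate controls were DMSO vehicle for no effect and reference control for full effect; nearly all actives have a fitted effect of over 55% in size; some results filed as inactive show a strong effect at the top dose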
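Galactose (2%) drives FUS expression in yeast precultured in raffinose; seeding density OD 0.005. Test compounds incubated 24hr at 30C and 99% humidity before absorbance at 600 nm was measured.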
PLK1 PBD inh – blocks phosphopeptide binding to human PLK1 polo-box domain; P53350; Plk1 PBD binding of FITC phosphopeptide, fluorescence polarization; Potency, µM, for inactives: max response, negative = inhibition, most hits filed as inhibitors; actives 2.8% (n = 360,000); AID 720504; also: potency is read from the fitted curve at half-maximal effect; series mostly up to about 57 µM; % is scaled to controls: 0 for no effect and ±100 for the full control effect; nearly all actives have a fitted effect of over 65% in size
EPAC1 ag – agonists of human EPAC1; EPAC1 agonist qHTS, biochemical assay; response scale: 100% = response to 6.5 mM cAMP; Potency, µM (top dose mostly 154 µM), for inactives: at the top dose activation, actives largely listed as activators; O95398; AID 720707; actives 0.073% (n = 360,000); also: potency is read from the fitted curve at half-maximal effect; nearly all actives have a fitted effect of over 60% in size
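Nucleotide exchange assay: 100 nM EPAC1 with 250 nM Rap1B loaded with BODIPY-GDP and 50 uM GDP, room temperature. Fluorescence (480/540 nm) read every 5 min for 30 min; signal change normalized to 6.5 mM cAMP as full agonist.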
Numbers without * were called inactive; ? = inconclusive; . = not tested or not shown. Unless noted, calls follow the shape of the dose curve; as a rule, active = well fitted curve in the direction sought with a large enough effect; inconclusive = small, poorly fitted or top-dose-only effect, or another doubt; inactive = no such curve, though single readings can be large; an effect the other way counts as inactive or inconclusive.

SMILES	Abeta rescue	EPAC1 antag	WRN inhibitor	PI5P4K alpha inh	IL2 activator	FUS yeast rescue	PLK1 PBD inh	EPAC1 ag
CN1CCC(OC(=O)c2cc3cc(Cl)cc(Cl)c3oc2=O)CC1	-8.5%	0.6%	-16.2%	-2.1	0.1	-13.5%	-17.9%	9.4%
O=C(CCc1ccccc1)NNC(=O)c1cccc(F)c1	2.9%	8.7%	1.4%	-0.4	-0.2	-19.2%	-3.1%	1.0%
O=C(N/N=C/c1c(Nc2cccc(C(F)(F)F)c2)nc2ccccn2c1=O)c1ccccc1[N+](=O)[O-]	-10.3%	-4.1%	1.5%	-3.2	-2.7	8.9%	-4.1%	6.4%
CCCCCN(C(=O)CCC(=O)OCc1cccc(Cl)c1)c1c(N)n(CCCC)c(=O)[nH]c1=O	9.4%	-1.3%	-3.1%	7.4	-0.5	16.7%	-8.1%	-20.8%
CC(C)CN1CC(C)C(=O)N(c2ccccc2)C1=S (stereo not drawn)	-7.2%	-21.3%	6.8%	2.6	-0.6	-2.1%	-6.8%	1.2%
Cc1n[nH]c(C)c1CCN(C)Cc1cn(C)nc1-c1ccccc1F	23.5%	-9.7%	-2.0%	-3.5	-0.7	17.3%	1.5%	5.9%
CCc1nc2ccc(C(=O)N(C)CCCN(C)C)cn2c1N(C)CCCc1ccccc1	-13.1%	16.8%	-0.3%	2.7	-0.8	-16.1%	-2.6%	2.8%
C=CCNC(=S)NS(=O)(=O)c1cccs1	-8.1%	-2.8%	-1.6%	-26.8	-4.1	6.1%	?	1.2%
CC(Sc1nnc(C2CC2)n1C1CC1)C(=O)c1ccc(Br)cc1 (stereo not drawn)	-15.8%	4.5%	5.3%	3.5	-5.2	12.3%	-8.7%	-0.3%
O=C(COC(=O)CNC(=O)c1ccccc1F)Nc1ccc2c(c1)OCO2	6.8%	-14.3%	1.7%	0.8	2.4	.	-2.3%	-4.8%
COC(=O)C1CCN(C(=O)/C=C/c2ccc(OC)cc2)CC1	-4.8%	9.0%	5.3%	0.4	-4.1	12.2%	-4.8%	0.6%
CCOP(=O)(Nc1ccc2oc(=O)c3ccccc3c2c1)OCC	0.0%	-20.3%	2.7%	237.0	-1.0	16.5%	9.3%	-1.3%
CC(C)C[C@@H](CSc1ccccc1)N1CCN(CC(C)C)CCC1=O	-2.4%	2.9%	-3.9%	-3.7	-4.0	-12.7%	-1.3%	-17.6%
CCCCN(C(=O)CCC(=O)O)C1CC(=O)N(c2ccc(OCCC)cc2)C1=O (stereo not drawn)	1.6%	2.3%	-12.2%	1.3	1.0	-10.8%	0.7%	-9.3%
CCOC(=O)c1c(NC(=O)c2cc(C)on2)c2cc([N+](=O)[O-])ccc2n1C	0.5%	3.6%	4.8%	1.7	0.1	3.6%	2.8%	-3.7%

4 structures already listed, ordered by molecular weight, lowest first:
SMILES	Abeta rescue	EPAC1 antag	WRN inhibitor	PI5P4K alpha inh	IL2 activator	FUS yeast rescue	PLK1 PBD inh	EPAC1 ag
C=CCNC(=S)NS(=O)(=O)c1cccs1	-8.1%	-2.8%	-1.6%	-26.8	-4.1	6.1%	?	1.2%
CCOP(=O)(Nc1ccc2oc(=O)c3ccccc3c2c1)OCC	0.0%	-20.3%	2.7%	237.0	-1.0	16.5%	9.3%	-1.3%
CC(C)C[C@@H](CSc1ccccc1)N1CCN(CC(C)C)CCC1=O	-2.4%	2.9%	-3.9%	-3.7	-4.0	-12.7%	-1.3%	-17.6%
CC(Sc1nnc(C2CC2)n1C1CC1)C(=O)c1ccc(Br)cc1 (stereo not drawn)	-15.8%	4.5%	5.3%	3.5	-5.2	12.3%	-8.7%	-0.3%

Back to the main list, repeating the 3 entries before the break.
SMILES	Abeta rescue	EPAC1 antag	WRN inhibitor	PI5P4K alpha inh	IL2 activator	FUS yeast rescue	PLK1 PBD inh	EPAC1 ag
CC(C)C[C@@H](CSc1ccccc1)N1CCN(CC(C)C)CCC1=O	-2.4%	2.9%	-3.9%	-3.7	-4.0	-12.7%	-1.3%	-17.6%
CCCCN(C(=O)CCC(=O)O)C1CC(=O)N(c2ccc(OCCC)cc2)C1=O (stereo not drawn)	1.6%	2.3%	-12.2%	1.3	1.0	-10.8%	0.7%	-9.3%
CCOC(=O)c1c(NC(=O)c2cc(C)on2)c2cc([N+](=O)[O-])ccc2n1C	0.5%	3.6%	4.8%	1.7	0.1	3.6%	2.8%	-3.7%
COc1cccc(C(=O)NCCCNC(=O)c2ccccn2)c1	-3.3%	22.3%	-20.7%	-3.0	0.8	6.1%	-0.1%	4.8%
O=C(CCN1C(=O)/C(=C/c2ccc(Cl)cc2)SC1=S)Nc1cccc(C(=O)O)c1	7.0%	-0.1%	56.2µM*	-3.2	0.9	-2.4%	?	-4.5%
CCn1c(=O)c([N+](=O)[O-])c(NCC2CCCO2)c2ccccc21 (stereo not drawn)	-3.8%	7.7%	1.5%	1.0	1.5	3.2%	-10.8%	-13.2%
CC[n+]1ccccc1/C=C/c1ccc(N(C)C)cc1	-24.2%	?	-18.0%	-5.3	7.2	-12.6%	7.8%	5.0%
COc1ccc(NC(=S)NCCc2c[nH]c3ccccc23)c(OC)c1	2.3%	1.9%	0.4%	-1.8	2.2	-10.6%	2.1%	-5.1%
CCC(CC)COC(=O)C1=C(C)NC(=O)NC1c1ccc(N(C)C)cc1 (stereo not drawn)	-13.1%	-17.3%	-1.9%	0.1	0.2	12.1%	-7.7%	6.9%
CCSc1nnc(-c2cccnc2)n1Cc1ccco1	-0.9%	-24.7%	-4.9%	.	-0.5	29.6%	-8.1%	7.8%
COc1ccccc1C(=O)N/N=C(\C)CC(=O)Nc1ccccn1	-7.6%	?	-7.3%	0.0	-0.1	2.2%	-6.3%	7.7%
COC(=O)N[C@H](CC(C)=O)c1cccc(C(F)(F)F)c1	-1.3%	9.7%	6.2%	6.7	-1.1	8.0%	-4.0%	5.3%
COc1ccc(S(=O)(=O)N2CCN(C(=O)c3cc4c(s3)CCC4)CC2)cc1	3.0%	?	35.5µM*	-82.1*	0.1	30.4%	?	5.0%
